# RmlCD inh 1536: M. tuberculosis RmlC/RmlD inhibition | P9WH09+P9WH11 | RmlC+RmlD coupled enzyme assay, percent inhibition; primary screen in compound mixtures | inhibition, % at 3.6 µM | 160,000 compounds, 0.03% hits | AID 1533; in the data active = inhibition mostly above about 34%, no sharp cut-off; inconclusive = no clear call, values can overlap the other calls; inactive = mostly below about 22%; also: some results filed as inactive read as strong as hits
# Target sequence (P9WH09 whole entry, looked up): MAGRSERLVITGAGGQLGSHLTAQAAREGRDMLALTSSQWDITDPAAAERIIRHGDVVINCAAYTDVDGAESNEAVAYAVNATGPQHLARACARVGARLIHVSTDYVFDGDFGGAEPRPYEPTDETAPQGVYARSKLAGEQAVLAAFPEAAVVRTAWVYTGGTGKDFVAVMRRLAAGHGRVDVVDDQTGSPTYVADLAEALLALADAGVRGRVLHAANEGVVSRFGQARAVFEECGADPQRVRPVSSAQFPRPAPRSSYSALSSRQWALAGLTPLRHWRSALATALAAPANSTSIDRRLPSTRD
# Target sequence (P9WH11 whole entry, looked up): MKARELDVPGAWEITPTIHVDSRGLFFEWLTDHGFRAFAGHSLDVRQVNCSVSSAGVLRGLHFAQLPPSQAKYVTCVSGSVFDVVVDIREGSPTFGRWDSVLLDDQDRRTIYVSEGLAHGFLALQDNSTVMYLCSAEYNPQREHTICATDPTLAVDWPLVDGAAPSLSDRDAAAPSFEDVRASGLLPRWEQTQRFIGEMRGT
# M. tuberculosis GlmU: inhibition of mycobacterial GlmU enzyme – biochemical, glucosamine-1-phosphate acetyltransferase (AID 1376); inhibition, %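 (tested at 30 µM in the primary screen)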; hits with a dose series show IC50 in µM; M. tuberculosis GlmU acetyltransferase enzyme assay; higher % means a stronger effect; 220,000 compounds, 0.25% hits; in the data active = inhibition above about 13%; inconclusive = no clear call, values can overlap the other calls;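 also: 0% = complete reaction with vehicle and 100% = reaction without substrate; strong numbers were not always called active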
# Starred values were filed as active, the others as inactive; ? = inconclusive; nt = no result given. A portion of the library; count on the stated rates, not on these rows.
SMILES,RmlCD inh 1536,M. tuberculosis GlmU
Cc1ccc(NS(=O)(=O)c2ccc(/C=C/C(=O)O)cc2)cc1Cl,-4,4.2%
Cn1c(COc2ccccc2)nnc1SCCC(=O)Nc1ccccc1,-9,-0.3%
S=c1[nH]nc(-c2ccccn2)n1/N=C/c1cccs1,nt,2.5%
COc1cccc2cc(-c3nnc(SCC(=O)Nc4cc(C(F)(F)F)ccc4Cl)n3N)oc12,-9,1.1%
CC(/C=C1\SC(=S)N(NS(=O)(=O)c2ccc(C)cc2)C1=O)=C\c1ccccc1,16,8.7%
CCCC(=O)NCCc1ccc(F)cc1,-7,3.1%
CC(=O)c1cccc(NC(=O)NCc2cccnc2)c1,12,-0.5%
Cc1cc(C)nc(SCC(=O)Nc2nc(-c3ccccc3)c(-c3ccccc3)o2)n1,31,-6.1%
Cc1csc(NC(=O)CCc2nc3ccccc3s2)n1,-5,5.7%
O=C(Cn1nnc2c(sc3nc4c(c(-c5ccccc5)c32)CCC4)c1=O)c1ccccc1,8,-0.9%
O=C(O)/C=C/C(=O)Nc1ccc(OC(F)(F)F)cc1,-35,2.6%
O=C(Nc1cccc(C(F)(F)F)c1)c1cc2c(s1)-c1ccccc1OC2,?,2.9%
Cc1cccc(NC(=O)Nc2ccc(C#N)cc2)n1,-10,1.5%
CS/C(N)=N/N=C/c1ccc([N+](=O)[O-])cc1,nt,-3.9%
CCOc1ccc(NC(=O)CC2C(=O)Nc3ccccc3N2C(=O)c2ccccc2)cc1 (stereo not given),-4,4.3%
Cc1ccc(C(=O)n2c(N)nc3ccccc32)cc1,13,-3.4%
COc1ccc(-c2coc3cc4oc(=O)cc(-c5ccccc5)c4cc23)cc1F,20,6.5%
CC12CCC(C(=O)Nc3ccc(Br)cn3)(OC1=O)C2(C)C (stereo not given),-7,-1.2%
COc1ccc(C(=O)Nc2c(N)nc(SCC(=O)N3CCC(C)CC3)[nH]c2=O)cc1OC,10,4.8%
Cc1n[nH]c(C)c1S(=O)(=O)N1CCCC(C(=O)NC2CCCCC2)C1 (stereo not given),nt,7.7%
Cc1ccc(Oc2nnc(-c3ccccc3)c3ccccc23)cc1,nt,0.6%
O=C(Cc1ccccc1)N1CCN(C(=O)c2cccs2)CC1,19,-4.2%
COc1ccc(/C(C)=N/Nc2ccc(C(=O)O)cc2)c(OC)c1,3,4.0%
OCCNc1nc(OCC(F)(F)F)nc(N2CCN(C34CC5CC(CC(C5)C3)C4)CC2)n1,nt,-0.8%
COc1ccc(NC(=O)Nc2ccc(F)cc2)c(C)c1,12,-3.3%
CCn1c(C)nc2cc(C(=O)N/N=C/c3ccc(O)cc3)ccc21,nt,7.2%
CCN(CC)c1cc(C)c2cc(NC(=O)c3ccccc3OC)ccc2n1,4,9.4%
Cc1cc(=O)[nH]c(SCC(=O)Nc2nc3ccccc3s2)n1,1,0.7%
NC(=S)N/N=C/c1ccc(-c2ccc(SC(F)F)cc2)o1,49,-1.5%
O=C(c1ccc(S(=O)(=O)Nc2ccccc2)cc1)N1CCOCC1,6,4.2%
O=C(O)[C@H]1NC[C@H]2C[C@H]21,nt,3.1%
O=C(Nc1ccccc1)C1CCCN1C(=O)Nc1ccccc1[N+](=O)[O-] (stereo not given),nt,-0.6%
CCCn1nnnc1NCc1ccccc1OCc1ccc(F)cc1,12,-2.4%
CCN(CC)C(=O)CC(c1cc(OC)c(OC)c(OC)c1)c1c(OC)cc(OC)c2ccc(=O)oc12 (stereo not given),nt,3.1%
CC(=O)Nc1ccc(S(=O)(=O)Nc2nc3c(s2)CCCC3)cc1,15,-2.4%
CCC1=C2CC[C@H]3C(=O)N(c4ccccc4)C(=O)[C@H]3[C@H]2[C@@]2(C)C(=NCC3CC3)OC(=O)N2C1=O,nt,-3.8%
Cc1nonc1C(=O)N/N=C/c1cccc(O)c1,12,-5.8%
Cc1ccc(Cn2ccc(NC(=O)c3cc(CC(C)C)on3)n2)cc1,-10,2.8%
Cn1c(SCC(=O)N2CCCC2)nc2ccccc2c1=O,14,-0.9%
CC(C)CNC(=O)c1c(N)n(Cc2ccco2)c2nc3ccccc3nc12,nt,1.5%
CC1=CCCC(C)(C)C1/C=C/C(C)=N/NC(=O)c1ccncc1 (stereo not given),6,-0.9%
Cc1cc(C)c(/C=N/NC(N)=O)c(C)c1/C=N/NC(N)=O,8,7.4%
Cc1cc(C)c2[nH]c(=O)c(=O)[nH]c2c1,-6,-0.1%
NS(=O)(=O)c1cccc(NC(=O)CN2CCc3ccccc32)c1,9,-0.9%
COc1ccc(C2=NN(C)C(=NCc3ccccc3)SC2)cc1,6,3.8%
COc1ccc(C2C(C#N)=C(N)N(c3sc4c(c3C#N)CCCC4)C3=C2C(=O)CC(C)(C)C3)cc1 (stereo not given),0,1.4%
CCOC(=O)c1cnc2cc(Cl)c(OC)cc2c1NCC1CCCO1 (stereo not given),-2,-4.1%
Cc1ccc(C(C)C)c(OCC(=O)N/N=C/C2CCCCC2)c1,-2,-7.6%
O=C(Oc1c(Br)cc(C(=S)N2CCOCC2)cc1Br)c1ccc(Cl)cc1,2,nt
CCC[n+]1c(C)sc2c3c(ccc21)CCCC3,nt,-1.4%
Cn1c(SCC(=O)N2CCCc3ccccc32)nc2cccnc21,-15,0.5%
CCN1CCN(Cc2ccc(NC(=O)c3cc(NC(=O)c4cc(-c5ccc(OC)cc5)n[nH]4)cc(OC)c3)cc2C(F)(F)F)CC1,nt,-7.7%
O=C(O)c1ccc(CNCc2ccc(Cl)cc2Cl)cc1,9,-0.5%
CC(C)(C)OC(=O)NCCCC1=CC2=CC(=O)C(C)(OC(=O)c3ccc(Cl)nc3)C(=O)C2=CO1 (stereo not given),nt,2.8%
CN(C)/C=C/C(=O)c1ccccc1OCc1cnc(Cl)s1,13,-3.0%
COC(=O)/C=C/C(=O)Nc1ccc(O)c(Cl)c1,-12,0.5%
c1ccc(CCNc2nc(-c3ccncc3)cs2)cc1,-12,6.1%
COc1cc(C=O)ccc1OS(=O)(=O)c1ccccc1[N+](=O)[O-],nt,-6.0%
CCN(CC)S(=O)(=O)c1cc(C(=O)NCCN2CCOCC2)ccc1Cl,7,-7.3%
CC(C)Sc1cc(N2CCCC2)nc(-c2ccccc2)n1,37,-0.3%

# Single records (already shown):
# COc1ccc(NC(=O)Nc2ccc(F)cc2)c(C)c1 is listed with RmlCD inh 1536 = 12; M. tuberculosis GlmU = -3.3%
# O=C(Cn1nnc2c(sc3nc4c(c(-c5ccccc5)c32)CCC4)c1=O)c1ccccc1 is listed with RmlCD inh 1536 = 8; M. tuberculosis GlmU = -0.9%

# The listing picks up, starting 2 compounds before the break.
SMILES,RmlCD inh 1536,M. tuberculosis GlmU
CCN(CC)S(=O)(=O)c1cc(C(=O)NCCN2CCOCC2)ccc1Cl,7,-7.3%
CC(C)Sc1cc(N2CCCC2)nc(-c2ccccc2)n1,37,-0.3%
CC(C)(C)c1ccc(C(=O)NNc2cc(N3CCCCC3)nc(N3CCCCC3)n2)cc1,nt,5.2%
COc1ccc(C(=O)CSc2nc(-c3ccccn3)nc(C)c2Cl)cc1,7,5.1%
O=C(CS(=O)(=O)Cc1ccccc1)Nc1ccccn1,-8,-2.3%
CCNc1nc(NC(C)C)nc(Oc2ccc(OCc3ccccc3)nn2)n1,-8,5.5%
CCc1cccc2c(C(=S)N3CCOCC3)c[nH]c12,nt,4.4%
Cc1ccc(NS(=O)(=O)c2ccc(NC(=O)CN(c3cc([N+](=O)[O-])ccc3C)S(C)(=O)=O)cc2)c(C)c1,nt,-1.2%
COc1ccc(/C(O)=C2\C(=O)C(=O)N(c3cc(C)on3)C2c2cccc(OC)c2OC)cc1C (stereo not given),6,3.4%
CCCNC(=O)c1onc(CSc2ccc(F)cc2)c1C(=O)NCCC,4,4.2%
CC1CCCCN1C(=O)COC(=O)c1n[nH]c2ccccc12 (stereo not given),nt,-1.4%
COc1ccc2nc(-n3c(C)ccc3C)sc2c1,nt,0.0%
COc1ccccc1NC(=O)C(=O)N/N=C(\C)CC(=O)Nc1ccccn1,-12,0.8%
CNCCOc1ccccc1-c1ccccc1,7,-9.8%
CCN(CC)S(=O)(=O)c1ccc(C(=O)Nc2nnc(C(C)C)s2)cc1,nt,5.9%
CC(=O)NS(=O)(=O)c1ccc(N=c2ssc3c2-c2cc(C)ccc2NC3(C)C)cc1,-15,6.4%
Cc1ccccc1-c1nc(-c2ccc(NC(=O)c3ccc4c(c3)OCO4)cc2)no1,8,-1.9%
CC(C)(C)/C(O)=C/c1nc2ccccc2oc1=O,-1,1.5%
COc1ccc(Cc2nnc(NC(=O)CSc3ccc(C)cc3)s2)cc1OC,14,-6.3%
O=C(CNc1ccccc1OC(F)F)N1CCc2ccccc21,-3,1.6%
O=C(CSc1nc(O)c(Cc2ccccc2)c(=O)n1-c1ccccc1)N1CCOCC1,nt,-0.5%
CC(=O)Oc1ccc(Oc2ccc(-c3noc(C)n3)cc2)cc1,nt,0.7%
Cc1c(/C=N/n2cnnc2)c2ccccc2n1CCOc1ccc(Cl)cc1,nt,4.0%
Cc1c(/C(Cc2ccccc2)=N/O)c2ccccc2n1C,nt,-1.6%
O=C1CCC(=O)N(O)CCCCCNC(=O)CCC(=O)N(O)CCCCCNC(=O)CCC(=O)N(O)CCCCCN1,nt,10.0%
COCc1cc(Sc2ccc(Cl)cc2)nc(C)n1,6,-5.3%
CCOC(=O)c1sc(=NC(=O)CCSc2ccccc2)n(C)c1C,18,-1.3%
COc1cc(C=C(c2nc3ccccc3s2)c2nc3ccccc3s2)ccc1O,nt,0.1%
C=Cn1cc[n+](CC(=O)c2ccc(C)cc2)c1,4,6.0%
Cc1ccccc1OCCN1C(=O)NC2(CCCc3ccccc32)C1=O (stereo not given),nt,-1.7%
CCn1c(N2CCN(C(=O)/C=C/c3ccccc3)CC2)nc2ccccc21,10,-3.3%
CCN1CCN(C(=O)Cn2ncc3ccsc3c2=O)CC1,4,-3.9%

# Three structures already listed, ordered by count of non-hydrogen atoms, descending.
SMILES,RmlCD inh 1536,M. tuberculosis GlmU
COc1ccc(Cc2nnc(NC(=O)CSc3ccc(C)cc3)s2)cc1OC,14,-6.3%
Cc1ccccc1OCCN1C(=O)NC2(CCCc3ccccc32)C1=O (stereo not given),nt,-1.7%
CCN1CCN(C(=O)Cn2ncc3ccsc3c2=O)CC1,4,-3.9%

# (list continues)
SMILES,RmlCD inh 1536,M. tuberculosis GlmU
Cc1cc(C)n(CC2CC(=O)N(c3ccccc3)C2=O)n1 (stereo not given),12,0.3%
CCOC(=O)c1ccc(NC(=O)Nc2c(C)nn(C)c2C)cc1,10,3.4%
COc1ccc([C@H]2[C@H](C(C)=O)N3N=Cc4ccccc4C3C23C(=O)OC(C)(C)OC3=O)cc1 (stereo not given in full),-1,6.7%
CCCNC(=O)c1nc(C)n(-c2cc(Cl)ccc2Cl)n1,-6,-8.8%
Cn1nc(C(F)(F)F)c(-c2cccc(C(F)(F)F)c2)c1NC(=O)c1nccnc1C(=O)O,-7,-6.0%
O=C(O)CC1(CC(=O)Nc2ccc(F)cc2F)CCCCC1,-7,-1.0%
Cc1cccc(NC(=O)C2c3ccccc3Oc3ccccc32)n1,5,-4.2%
COCCCNC(=S)NNC(=O)c1ccc(S(=O)(=O)N2CCC(C)CC2)cc1,-12,11%
O=C1CC[C@@H](CN(Cc2ccccc2)Cc2cn[nH]c2-c2cc3ccccc3o2)N1,nt,-2.8%
Cc1nc(-c2ccncc2)sc1C(=O)Nc1ccc(Cl)cc1,-18,-1.6%
Cc1cccc(C(=O)N2CC3(C)CC2CC(C)(C)C3)c1 (stereo not given),4,2.2%
N#Cc1ccsc1NC(=O)CN1CCN(Cc2ccccc2)CC1,-8,-1.4%
CSc1ccc(C2(O)Cc3cccc[n+]3C2c2ccccc2)cc1 (stereo not given),-4,1.1%
O=C(NCc1ccccc1)[C@@H]1CSC2c3ccccc3C(=O)N21 (stereo not given in full),9,-6.1%
COc1ccc(C2CC3(CC(C)(C)NC(=O)N3)Oc3cc(O)ccc32)cc1 (stereo not given),20,-1.0%
COc1ccc(-c2nnc(SCC(=O)O)n2C)cc1OC,nt,2.3%
O=C(Cc1nnc(NC(=O)Nc2ccc(F)cc2)s1)NCc1ccccc1,-10,-5.9%
Cc1ccc(S(=O)(=O)c2c(N)n(Cc3ccco3)c3nc4ccccc4nc23)cc1,nt,0.7%
C=CCn1c(O)c(C(C)=Nc2cc(OC)ccc2OC)c(=O)[nH]c1=O,-5,1.6%
CCCn1cc(S(=O)(=O)CC(=O)NC2CCCCC2)c2ccccc21,-1,-5.5%
Cc1cc(C)n2nc(C(=O)OCCOc3ccc(F)cc3)nc2n1,nt,-4.0%
O=C(CCn1c(=S)oc2ccccc21)NCCC1=CCCCC1,-8,1.3%
Cc1ccc(-c2nnn3c2nc(Cl)c2ccccc23)cc1,-9,11%
O=C(CSc1nnc(-c2ccc(OC(F)F)cc2)o1)NCc1cccs1,nt,-1.3%
CCOC(=O)Nc1ccc2c(CN3C(=O)NC(CC)(CC)C3=O)cc(=O)oc2c1,nt,4.5%
Cc1cc(NC(=O)c2c([N+](=O)[O-])cnn2C)no1,4,-0.4%
O=C1CC(NC(=O)C(F)(F)F)=NN1c1ccccc1,3,-5.9%
Cc1ccc(S(=O)(=O)C(NC(=O)c2ccccc2)=C(Cl)Cl)cc1,nt,5.7%
CCc1ccc(NC(=O)CSc2nc3[nH]ncc3c(=O)[nH]2)cc1,-3,-2.3%
O=C(Nc1ccccn1)C12CC3CC(CC(C3)C1)C2,nt,1.5%
Cc1ccc(-c2nnc(SCC(=O)n3c4c(c5ccccc53)CCCC4)o2)cc1,13,nt
CCOC(CNC(=O)Cn1nc(C)c2ccccc21)OCC,-7,9.0%
Cc1onc(-c2ccccc2Cl)c1C(=O)NCc1ccc2c(c1)cc(C)n2C,nt,7.6%

# High-throughput results deposited in PubChem by several laboratories.
